Source: PubChem BioAssay (several laboratories)
TNF death inh = inhibitors of TNF-alpha induced necroptosis in Jurkat FADD-/- cells; 220,000 compounds, 0.068% hits; Jurkat FADD-/- TNF necroptosis rescue, ATP luminescence, 24 h; 0 = TNF only, 100 = no-TNF cells; AID 463075; activation (protection from cell death), % at 10 µM;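 active = activation, meaning protection from cell death, of at least 50% relative to plate controls; inactive = activation below 50%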;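 note: necroptosis triggered by 40 ng/mL TNF-alpha added together with compound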
L929 necroptosis = blocks zVAD induced death of L929 cells | L929 zVAD necroptosis rescue, ATP luminescence, 24 h; with zVAD 60 µM | viability rescue, % at 10 µM | 220,000 compounds, 0.38% hits;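 active = activation, scaled between plate controls, above about 75%, limit read from the data; inactive = activation under that limit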;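 note: 0% = zVAD with DMSO and 100% = DMSO alone without zVAD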
EBV gp42 inh = inhibitors of Epstein-Barr virus glycoprotein 42; Q1HVG2; Fluorescence polarization binding assay, mP read-out; inhibition, % (tested at 21.74 µM); 220,000 compounds, 0.42% hits; in the data active = inhibition above about 50%
eIF4E 4G PPI = eIF4E/eIF4G interaction inhibition in translation initiation; 220,000 compounds, 0.37% hits; inhibition, % at 21.7 µM; P63073+Q04637; TR-FRET eIF4E-eIF4GI(517-606) binding, 2 h; AID 782;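 active = inhibition above about 30%, limit read from the data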;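 note: 0% = full FRET control wells and 100% = background wells lacking eIF4GI fragment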
m-calpain inh = inhibitors of pig calpain II; inhibition, % at 16 µM; 220,000 compounds, 0.37% hits; purified calpain II, fluorogenic peptide substrate, 30 min;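 active = inhibition above about 50%, limit read from the data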
KCC2 mod = modulates chloride dependent transport by human KCC2; Q9H2X9; AID 1456; KCC2 cells, thallium flux FluoZin-2 fluorescence; 190,000 compounds, 2.2% hits; B-score of Tl+ flux slope (higher = more flux/activation; lower = inhibition) at 10 µM;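 active = thallium flux slope and its plate-corrected score both differing from the plate sample mean at a set confidence after two filtering rounds, in either direction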;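 note: slope of fluorescence scaled to starting intensity during 10 to 20 s after thallium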
PERK inhibitor = inhibitors of human PERK kinase | 220,000 compounds, 0.17% hits | Q9NZJ5 | inhibition, % at 5.6 µM | CHO PERK-DD fusion, SEAP luminescence translation reporter;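 active = inhibition above the mean inhibition of all tested compounds plus 3 SD, set separately per screening campaign, cut at about 2.9% in these data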;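 note: PERK kinase domain activated by AP20187 dimerizer at 100 nM; 0% = DMSO with dimerizer and 100% = rapamycin at 8.4 µM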
Rad51 HR inh = blocks human Rad51 in homologous recombination. Q06609. hRad51 DNA strand exchange, fluorescence dequenching. inhibition, % at 10 µM. 200,000 compounds, 0.085% hits. AID 1385;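 active = inhibition above 40% at the single screening dose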;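 note: 0% = DMSO control wells and 100% = blanks with heterologous ssDNA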
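Material: Human Rad51 nucleoprotein filaments preassembled on unlabelled ssDNA | Also added: Labelled 47-mer dsDNA for strand exchange | Dosing: Single dose, 10 µM final compound | Schedule: 30-min compound preincubation and 15-min exchange, both room temperature | Technique: Fluorescence dequenching at 485/520 nm | Measure: Percent inhibition relative to plate controls and blanks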
MDM2 E3 inh = inhibitors of human Mdm2 E3 ubiquitin ligase; 210,000 compounds, 0.11% hits; cell-based MDM2 ubiquitination luciferase reporter, 2 h; 0 = plate control, 100 = twice control, blank-subtracted; Q00987; signal enhancement, % at 5 µM;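 active = signal enhancement of 30% or more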;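 note: luminescence tracks abundance of the self-degrading MDM2-luciferase fusion protein; higher signal means inhibition of MDM2 E3 ligase activity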
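Test system: mammalian cells stably expressing self-ubiquitinating, self-degrading MDM2 E3–luciferase fusion; Amount: 2000 cells in each well; Medium: DMEM; Schedule: 4 h settle plus 2 h compound, 37 °C; Technique: SteadyLite luciferase luminescence after 15 min room-temperature reagent incubation; Benchmarks: plate control and blank wells.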
The depositor's hits bear a star; x = no result given; [ ] = dose if it differs, or a comment.

compound,TNF death inh,L929 necroptosis,EBV gp42 inh,eIF4E 4G PPI,m-calpain inh,KCC2 mod,PERK inhibitor,Rad51 HR inh,MDM2 E3 inh
COc1ccc(-c2noc(CCC(=O)NCCN(C)Cc3ccccc3)n2)cc1,0.6,0.2,-9,5,-11,x,-1.7,5,-4
COC(=O)c1nn(Cc2ccccc2)c(=O)c2ccccc12,0.4,1.9,-34,-1,3,-0.037,-0.3,-4,-3
O=C(NN=C1CCCCCCCCCCC1)c1ccncc1,1.1,6.3,-9,-1,-23,0.7,0.8,14,-9
COCCNC(=O)COc1ccccc1Cl,-1.7,-0.2,-1,1,6,0.86,1.8,-6,-1
CCOc1ccc(CSC(CC(=O)O)C(=O)O)cc1 (centres undefined),1.1,0.5,2,-3[fluorescence artefact?],32,x,0.5,-7,-12
COc1ccc(Cl)cc1Nc1nc(-c2sc(NC(=O)CC(C)C)nc2C)cs1,5.7,16,-13,-4[fluorescence artefact?],-42,0.071,-1.0,-1,-15
CCC/C=N/NC(=O)C1COc2ccccc2O1 (centres undefined),-0.3,0.4,-16,2,24,-0.29,0.0,10,-18
COc1ccc2c(c1)-c1nc(N)sc1CC2,-1.8,23,1,3,-18,x,-0.3,13,-3

Later entries:
compound,TNF death inh,L929 necroptosis,EBV gp42 inh,eIF4E 4G PPI,m-calpain inh,KCC2 mod,PERK inhibitor,Rad51 HR inh,MDM2 E3 inh
CC(=O)Nc1ccc(SCC(=O)OCC(=O)NC(=O)NCCC(C)C)cc1,-1.3,0.1,-15,5,2,0.45,-0.3,7,-6
O=C(CSc1ccccc1)Nc1cc(Cl)ccc1Oc1ccccc1,1.3,1.2,-22,3,23,1,0.4,-9,-5
CCn1c(CSc2nnc(-c3ccc4c(c3)OCO4)o2)nc2cc(S(=O)(=O)N(C)C)ccc21,0.1,0.9,-23,-16,-14,-0.98,-0.4,8,17
COc1ccc(Nc2nc(-c3ccccc3)nc3ccccc23)cc1S(=O)(=O)N1CCOCC1,-10,0.8,11,-4,-90,5.5,1.0,x,x
CCn1c(C(=O)N2CCC(C(=O)NCc3ccc4c(c3)OCO4)CC2)cc2sccc21,-2.2,6.2,-19,1,-21,-1,-0.1,3,-12
COc1cc(OC)nc(Oc2ccc(NC(C)=O)cc2)n1,0.0,1.3,-14,4,-10,0.23,0.2,11,-4
COc1cccc(Cn2cc(C(=O)NCCN(C)C)nn2)c1,0.5,2.2,-3,1,-7,1.1,0.8,-2,1
CC(=O)N1CCN(C(=S)Nc2cc(S(=O)(=O)N3CCOCC3)ccc2Cl)CC1,1.7,1.2,-3,-2,-20,0.68,-0.1,-4,-16

More compounds follow:
compound,TNF death inh,L929 necroptosis,EBV gp42 inh,eIF4E 4G PPI,m-calpain inh,KCC2 mod,PERK inhibitor,Rad51 HR inh,MDM2 E3 inh
COc1cc2nc(CN(C)Cc3ccc(OC)c(OC)c3OC)[nH]c(=O)c2cc1OC,-0.9,-1.5,-12,0,-1,x,-0.8,-49,-7
COc1ccc(C2=CC(=O)OC(C)(c3ccccc3)O2)cc1 (centres undefined),-1.3,0.9,18,5,11,-0.48,-0.3,-4,2
Cc1ccc(C(=O)Nc2ccccc2-c2ccccc2)cc1S(=O)(=O)Nc1cccc(C)c1C,-2.4,0.2,-16,-4,-54,x,-0.1,-8,-8
O=c1[nH]nc(CNc2cccc(C(F)(F)F)c2)c2ccccc12,-0.8,-0.9,1,-1,15,0.83,-0.2,8,0
CCC1=NN(C(=O)c2cccnc2)C(O)(C(F)(F)F)C1 (centres undefined),0.6,0.3,-6,14[fluorescence artefact?],-7,-0.017,0.5,4,-3
O=c1c2ccc([N+](=O)[O-])cc2ncn1CCOc1ccccc1,0.8,8.3,-1,-9,-24,0.2,1.6,6,-23
CN1CCC(N(C)CC(=O)Nc2ccccc2N2CCOCC2)CC1,0.3,0.6,3,8,23,-0.29,-0.4,1,-20
Cc1[nH]c2ccccc2c1C1=NNC(=Nc2ccc(F)cc2)SC1,3.5,1.6,-1,4,-28,-1.4,0.4,-2,-6

Following part:
compound,TNF death inh,L929 necroptosis,EBV gp42 inh,eIF4E 4G PPI,m-calpain inh,KCC2 mod,PERK inhibitor,Rad51 HR inh,MDM2 E3 inh
O=C(COC(=O)CCc1c[nH]c2ccccc12)Nc1cc([N+](=O)[O-])ccc1Cl,2.0,0.4,2,3,3,-0.33,0.3,-3,-19
COc1ccc(C(=O)NCCSCc2ccccc2C)cc1,-1.6,0.5,-7,-3,5,-1.7,0.0,-2,-11
CN(C)S(=O)(=O)N1CCN(C(=O)c2cccs2)CC1,0.1,0.4,-12,0,17,x,0.6,-9,-7
CC(=O)N[C@@H](Cc1c[nH]c2ccccc12)C(=O)OCC(=O)Nc1ccc(Cl)c(S(=O)(=O)N(C)C)c1,0.6,-0.2,-9,3,37,-1.9,0.3,-6,-33
N#CCCn1nc(-c2ccccc2)cc1-n1c(C(F)(F)F)nc2ccccc21,0.9,0.3,1,-5,-16,-0.14,-0.5,-4,-16
O=C(COc1cccc(Cl)c1)Nc1ccc(N2CCOCC2)cc1,1.3,-0.1,-6,-2,-27,-0.59,0.6,16,-10
CCOc1ccc(NC(=O)c2ccccc2O)cc1,-4.2,-0.6,2,6,16,-1.3,0.3,-2,-12
C=CCn1c(N)c(C(=O)NC2CCCCC2)sc1=S,0.3,-0.8,3,0,10,0.89,-0.9,-8,-21

(cont.)
compound,TNF death inh,L929 necroptosis,EBV gp42 inh,eIF4E 4G PPI,m-calpain inh,KCC2 mod,PERK inhibitor,Rad51 HR inh,MDM2 E3 inh
CCOc1ccc(NC(=O)CC2C(=O)N(C)C(=S)N2CCCc2ccccc2)cc1 (centres undefined),5.4,0.4,-11,5,25,-0.68,-0.5,x,-1
O=C(Nc1ccccc1C(=O)Nc1ccccc1C(=O)NCc1ccco1)c1ccco1,-4.5,0.2,3,-22[fluorescence artefact?],-258,0.58,-0.9,1,-9
Cc1cc(C)cc(N=Cc2[nH]c3ccc(Br)c(Cl)c3c2O)c1,-1.1,1.2,-41,3,16,0.3,0.4,x,x
O=C(CCc1nc(-c2ccccc2F)no1)NCCN1CCOCC1,-1.3,-0.1,-30,-3[fluorescence artefact?],-8,0.95,0.5,4,-16
COC(=O)C1CCN(C(c2cccs2)c2sc3nc(C)nn3c2O)CC1 (centres undefined),0.8,1.1,x,x,x,-0.034,0.2,-11,x
Cc1ccccc1CN1C(=O)Nc2ccccc2C(=O)N1C(C)(C)C,0.9,-0.1,-22,-3,-12,x,-0.3,-7,-2
Cc1ccc(NC(=O)CN2C(=O)CN(C)C2=O)cc1S(=O)(=O)N1CCCCC1,-0.3,0.4,11,2,-10,-0.45,1.1,34,-3
Cc1cccc(NC(=O)COc2cccc3c2CCN(C)C3=O)c1,2.3,0.2,-2,3,9,0.55,1.5,x,-4

Next part:
compound,TNF death inh,L929 necroptosis,EBV gp42 inh,eIF4E 4G PPI,m-calpain inh,KCC2 mod,PERK inhibitor,Rad51 HR inh,MDM2 E3 inh
Cc1c(C(=O)N2CCCCC2)sc(NC(=O)C(C)C)c1C#N,-2.6,-0.2,-15,1,1,1.1,-0.8,3,-22
CCCc1ncc(C(O)c2cccc3ccccc23)n1C (centres undefined),1.0,0.0,-7,2[fluorescence artefact?],-16,-0.97,-0.3,-3,-19
Cc1nc(NCc2ccco2)nc2c1C(=O)CC(C)C2 (centres undefined),-1.6,0.0,-6,-5,-8,-0.9,0.2,-4,6
COc1cccc(/C=C/C(=O)c2ccc[nH]2)c1,5.0,0.8,-1,-3,-38,0.2,0.4,x,-9
COC(=O)CCC(=O)Nc1nc(-c2ccccc2)cs1,-0.3,0.0,x,x,x,-2.8,1.1,0,x
CC(C)(C)N/N=C/c1c(O)n(-c2ccc(Cl)cn2)c(=O)c2ccccc12,-3.4,0.6,1,4,-12,-0.33,0.4,3,11
COc1ccc2nc3sc(C(=O)N4CCN(C)CC4)cc3cc2c1,5.0,17,-10,13,-174,0.88,-0.8,x,-17
Cc1[nH]nc(-c2ccc(O)c(C)c2O)c1Oc1ccccc1,-2.2,0.0,-11,5,5,-0.84,-0.5,-1,-3

Part of the list above in order of formula weight, rising:
compound,TNF death inh,L929 necroptosis,EBV gp42 inh,eIF4E 4G PPI,m-calpain inh,KCC2 mod,PERK inhibitor,Rad51 HR inh,MDM2 E3 inh
COC(=O)CCC(=O)Nc1nc(-c2ccccc2)cs1,-0.3,0.0,x,x,x,-2.8,1.1,0,x
Cc1[nH]nc(-c2ccc(O)c(C)c2O)c1Oc1ccccc1,-2.2,0.0,-11,5,5,-0.84,-0.5,-1,-3
CC(C)(C)N/N=C/c1c(O)n(-c2ccc(Cl)cn2)c(=O)c2ccccc12,-3.4,0.6,1,4,-12,-0.33,0.4,3,11

Next structures follow.
compound,TNF death inh,L929 necroptosis,EBV gp42 inh,eIF4E 4G PPI,m-calpain inh,KCC2 mod,PERK inhibitor,Rad51 HR inh,MDM2 E3 inh
CN1CCc2c(sc3nc(SCC(N)=O)n(-c4ccccc4)c(=O)c23)C1,-1.1,-0.2,-30,-1,-59,-0.099,-0.5,-35,-17
O=C(c1ccco1)N1CCN(Cc2cn[nH]c2-c2ccc(F)cc2F)CC1,1.8,2.1,-8,5,-16,-0.045,1.8,2,-4
Cc1cc(N2CCC(C(=O)N3CCN(c4cccc(C)c4C)CC3)CC2)n2ncnc2n1,-7.3,-0.5,-16,-6[fluorescence artefact?],-7,x,-0.4,1,-11
O=C(NCC1COc2ccccc2O1)c1cc2ccccc2o1 (centres undefined),-1.4,-0.4,2,0,21,-0.39,1.2,-12,x
CN(Cc1ccccc1)C(=O)CCSc1nc(-c2ccc3c(c2)OCO3)cc(C(F)(F)F)n1,0.9,0.1,-7,0,-22,-0.76,0.1,-3,-11
Cc1cccc(NC(=O)c2cccc(NC(=O)Cc3cccs3)c2)c1,0.7,62,0,1,-10,x,-0.7,-3,4
CCOC(=O)C1Cc2cc3c(cc2C1=O)CC(C(=O)OCC)C3=O (centres undefined),-2.2,-0.3,-13,0,-58,1.2,2.1,-4,1
CCOC(=O)C1(Cc2ccc(OC)cc2)CCN(C(=O)c2cncs2)CC1,0.6,-0.1,-11,-1,-4,x,1.1,x,-8
CCCNS(=O)(=O)c1ccc(CCC(=O)NCCc2ccc(OC)c(OC)c2)cc1,0.5,-0.8,6,0,-4,-0.59,1.3,x,-23
CCOC(=O)c1c(CSc2ccccc2)n(C)c2ccc(O)c(CN3CCOCC3)c12,1.0,-0.9,-4,2,22,-0.13,-0.1,0,-2
